Bioassay records as filed in PubChem.
NPY-Y1 PAM-ag = potentiators or agonists of human neuropeptide Y receptor Y1 | 0.37% of 220,000 active | activation, % at 3.6 µM | NPY-Y1 expressing cells, potentiator/agonist activation; in the data active = activation above about 33%, passing the limit was not always enough;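 note: cells stimulated with NPY at EC10 then isoproterenol at EC100; 0% = low agonist plus stimulus and 100% = saturating agonist plus stimulus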
Target sequence (P25929 whole entry, looked up): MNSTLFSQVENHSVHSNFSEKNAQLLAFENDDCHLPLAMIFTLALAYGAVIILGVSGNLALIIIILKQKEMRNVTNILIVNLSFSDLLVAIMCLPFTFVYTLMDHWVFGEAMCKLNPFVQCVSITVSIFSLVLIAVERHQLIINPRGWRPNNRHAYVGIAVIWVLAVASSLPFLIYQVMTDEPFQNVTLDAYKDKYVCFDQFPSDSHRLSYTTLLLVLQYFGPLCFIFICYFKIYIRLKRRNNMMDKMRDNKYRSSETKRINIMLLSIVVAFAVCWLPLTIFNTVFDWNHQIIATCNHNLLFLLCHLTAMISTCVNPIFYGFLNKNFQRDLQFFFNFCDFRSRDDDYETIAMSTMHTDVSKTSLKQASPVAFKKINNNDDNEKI
Ba/F3 V617F tox = reduce viability of Ba/F3 cells dependent on JAK2V617F. inhibition, % at 5.6 µM. Ba/F3 EpoR-JAK2V617F viability, ATP luminescence. 1.1% of 220,000 active;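 active = inhibition above the campaign mean plus 3 SD over all tested compounds, cut at about 24% in these data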;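 note: cytokine-independent growth of Ba/F3 cells driven by EpoR plus mutant JAK2; 0% = DMSO-treated cells and 100% = JAK inhibitor I control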
NPY-Y2 PAM-ag = potentiators or agonists of human neuropeptide Y receptor Y2 | P49146 | cells expressing NPY-Y2, potentiator/agonist read-out | activation, % at 3.6 µM | 0.45% of 220,000 active; in the data active = activation above about 27%;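 note: cells stimulated with NPY near EC25 plus isoproterenol at EC100; 0% = vehicle plus submaximal agonist and 100% = vehicle plus saturating agonist; some results beyond the cut were filed as inactive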
Target sequence (P49146 whole entry, looked up): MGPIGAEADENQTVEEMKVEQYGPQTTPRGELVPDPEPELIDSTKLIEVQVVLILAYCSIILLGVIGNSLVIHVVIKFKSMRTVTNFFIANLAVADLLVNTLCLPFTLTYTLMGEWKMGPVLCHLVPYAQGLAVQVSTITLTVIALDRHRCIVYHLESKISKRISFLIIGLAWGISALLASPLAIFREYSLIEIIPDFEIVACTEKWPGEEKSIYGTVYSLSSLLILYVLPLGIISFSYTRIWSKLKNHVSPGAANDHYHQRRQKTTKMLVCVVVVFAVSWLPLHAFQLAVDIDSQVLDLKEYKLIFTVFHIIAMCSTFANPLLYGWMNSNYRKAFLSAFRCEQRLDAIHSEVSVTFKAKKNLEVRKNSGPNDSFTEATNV
S1P4 ag = activates the human S1P4 receptor. O95977. S1P4-expressing cell line, agonist reporter assay. activation, % at 4.98 µM. 0.35% of 220,000 active. AID 1509; in the data active = activation above about 11%;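 note: 0% = DMSO vehicle and 100% = reference agonist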
CHOP inhibitor = blocks CHOP induction under ER stress. AID 2732. CHO-K1 CHOP-promoter luciferase, tunicamycin-induced, 15-18 h. 3.8% of 220,000 active. inhibition, % at 10 µM;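 active = compounds that reduced the stress-induced luciferase reporter signal by more than about 70% of percent inhibition, limit read from the data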;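 note: 0% = tunicamycin plus vehicle and 100% = wells without tunicamycin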
p47phox inh = p47phox (human) inhibition | inhibition, % at 24.7 µM | p47phox/p22phox peptide binding, fluorescence polarization, 2 h | P14598 | 0.53% of 220,000 active;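 active = inhibition above about 30%, limit read from the data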;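 note: 0% = p47phox with labelled peptide and 100% = labelled peptide alone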
NPY Y1 blocker = NPY-Y1 (human) receptor antagonism; HEK293-CNG Y1 cells, membrane potential fluorescence; NPY at EC95, then isoproterenol; inhibition, % at 3.6 µM; 1% of 200,000 active; P25929;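 active = inhibition above the campaign mean inhibition of all tested compounds plus 3 SD, cut at about 20% in these data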;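 note: 0% = DMSO wells given NPY plus isoproterenol and 100% = isoproterenol alone without NPY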
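Material: HEK293 Y1/CNG channel cell line | Also added: NPY (25 nM), isoproterenol (1 µM), Ro 20-1724 (25 µM) | Compound: One concentration, 3.6 µM, in 0.4% DMSO | Schedule: 3 h dye uptake, 1 h room-temperature compound, 45 min post-isoproterenol | Signal: Membrane-potential fluorescent dye readout | Read-out: % inhibition of NPY effect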
S1P4 antag = human S1P4 receptor antagonism; O95977; S1P4-expressing cells, antagonist mode, reporter read-out; inhibition, % at 4.98 µM; 0.26% of 220,000 active; in the data active = inhibition above about 29%;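 note: 0% = wells stimulated with agonist and 100% = vehicle wells without agonist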
BaF3 parental = parental Ba/F3 viability inhibition as JAK2V617F counter-screen; AID 1486; CellTiter-Glo ATP luminescence; 1.1% of 220,000 active; inhibition, % at 5.6 µM;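 active = inhibition above a per-campaign cutoff, the mean inhibition of all tested compounds plus 3 SD, cut at about 27% in these data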;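 note: 0% = DMSO wells and 100% = JAK Inhibitor I control wells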
* = called active by the depositor; . = no result given.

The first 3 compounds, to show the layout:
SMILES	NPY-Y1 PAM-ag	Ba/F3 V617F tox	NPY-Y2 PAM-ag	S1P4 ag	CHOP inhibitor	p47phox inh	NPY Y1 blocker	S1P4 antag	BaF3 parental
Cc1nn(CCS(=O)(=O)c2ccc(Cl)cc2)c(C)c1Br	-13.1	7.0	-32.2	-1.5	-1.1	-5.3	.	-8.1	-0.5
Cc1ccc(S(=O)(=O)N(C)Cc2ccc(C(=O)NN=C(CC(C)C)CC(C)C)cc2)cc1	-14.2	-1.8	-3.0	-0.1	13.1	-7.2	3.8	-3.7	3.1
CCCOc1ccc(N2C(=O)CC(N3CCN(S(=O)(=O)c4ccccc4)CC3)C2=O)cc1 (stereo not given)	-2.9	-3.9	-1.8	-5.3	40.4	-56.2	-0.5	3.8	3.3

The list itself (from the top)
SMILES	NPY-Y1 PAM-ag	Ba/F3 V617F tox	NPY-Y2 PAM-ag	S1P4 ag	CHOP inhibitor	p47phox inh	NPY Y1 blocker	S1P4 antag	BaF3 parental
Cc1nn(CCS(=O)(=O)c2ccc(Cl)cc2)c(C)c1Br	-13.1	7.0	-32.2	-1.5	-1.1	-5.3	.	-8.1	-0.5
Cc1ccc(S(=O)(=O)N(C)Cc2ccc(C(=O)NN=C(CC(C)C)CC(C)C)cc2)cc1	-14.2	-1.8	-3.0	-0.1	13.1	-7.2	3.8	-3.7	3.1
CCCOc1ccc(N2C(=O)CC(N3CCN(S(=O)(=O)c4ccccc4)CC3)C2=O)cc1 (stereo not given)	-2.9	-3.9	-1.8	-5.3	40.4	-56.2	-0.5	3.8	3.3
Cc1ccsc1/C=N/NC(=O)c1ccc(Cn2cc(Br)cn2)o1	-28.7	4.2	2.0	0.1	-1.2	1.4	3.9	-0.4	7.3
CCOC(=O)N1CCC(Nc2nc3ccccc3n3cnnc23)CC1	10.9	-0.2	-8.8	3.5	.	.	6.0	-8.2	4.1
Cc1nc2ccc(NC(=O)c3cccc(S(=O)(=O)N4CC(C)OC(C)C4)c3)cc2s1 (stereo not given)	14.7	-5.4	4.7	-1.6	34.7	-18.8	6.5	-3.4	-1.0
CCOc1ccc(C(=O)Nc2cccc(SC)c2)cc1	-16.8	-1.5	-1.1	0.5	-0.6	-9.1	4.5	-9.1	2.0
CCOc1ccc(NC(=O)CSc2nnc(-c3ccccc3)n2N)cc1	-2.6	-3.0	-9.2	-0.3	22.9	-12.9	4.0	-21.7	8.4
O=C(NCc1ccc(Cl)cc1)c1cc(-c2cccs2)on1	1.7	-3.9	-2.5	0.1	67.2	6.0	3.5	-6.3	7.9
Cc1ccc(CNC(=O)CCc2nc3ccccc3c(=O)[nH]2)cc1	13.2	-1.8	4.1	0.1	8.5	-0.4	-3.0	-10.4	5.2
COc1ccc(CNc2n[nH]c(NCc3ccc(OC)c(OC)c3)n2)cc1OC	-16.0	-0.5	2.8	1.2	12.4	-16.7	-2.0	-21.5	4.8
Cc1ccc(S(=O)(=O)c2c(N)n(NC(=O)c3ccccc3C)c3nc4ccccc4nc23)cc1	23.6	-2.5	14.0	3.1	24.6	-20.3	-3.5	-23.5	4.5
COC(=O)c1oc2ccc(Br)cc2c1NC(=O)CCN1CCOCC1	-1.7	-2.6	3.1	-1.6	7.3	0.5	3.9	-1.4	-1.6
COC(=O)c1cccc(NC(=O)NC(=O)c2ccccc2Cl)c1	7.9	-2.2	7.4	-0.6	8.2	-6.4	.	11.7	-4.1
Cc1n[nH]c(=S)n1/N=C/c1ccc(-c2ccccc2[N+](=O)[O-])o1	-24.3	-1.8	-16.8	-2.6	-10.0	-7.2	2.9	-0.8	4.7
CCOC(=O)C1CCCN(C(=O)c2ccc3c(c2)NC(=O)C(N2CCOCC2)S3)C1 (stereo not given)	16.7	-2.2	12.7	-0.3	22.8	-14.9	-6.0	-16.9	4.0
Nn1c(SCC(=O)NC(=O)Nc2ccc3c(c2)OCCO3)nnc1C1CC1	4.9	3.0	10.8	-0.3	-0.8	-1.8	-2.3	-5.4	2.7
Cc1ccc(S(=O)(=O)N(C)C)cc1NC(=O)C(C)OC(=O)c1ccc2c(c1)OCCO2 (stereo not given)	-17.9	0.3	-7.0	0.9	3.0	0.7	.	0.0	-0.3
Clc1ccc(-c2nc3ccccn3c2CN2CCOCC2)cc1	-40.5	-0.1	-1.9	0.7	46.0	-10.1	7.0	-21.2	8.2
COc1ccccc1/C=C(/CC(=O)NCc1ccc2c(c1)OCO2)c1nc2ccccc2s1	-23.6	3.6	-10.5	-0.4	-16.9	-51.7	5.5	-12.0	10.2
CN(CP(=O)(O)CCc1ccccc1)S(C)(=O)=O	-22.4	-2.2	-1.0	-1.4	-0.7	-3.7	-5.5	15.8	1.7
COc1ccc(Cl)cc1NC(=O)c1cccc(NC(=O)CCC(=O)O)c1	-0.2	-0.9	8.0	0.8	14.8	1.0	6.1	-11.6	3.2
COc1ccc(/C=N/NC(=O)c2cccnc2)cc1CN1CCc2ccccc2C1	-13.1	-2.2	-3.7	0.0	0.1	2.8	.	15.3	2.0
Cc1ccc(-c2nn(-c3ccccc3)cc2/C=N/NC(=O)c2ccc3c(c2)OCO3)cc1	-24.6	-1.8	-13.8	-0.7	22.2	-6.4	4.4	2.5	2.7
N#C/C(=C/c1ccc(F)cc1)c1nc(CCN2C(=O)c3ccccc3C2=O)cs1	0.1	0.5	-8.1	2.2	14.6	-10.1	10.1	-4.5	8.7
Cc1ccn2c(NC3CCCCC3)c(C)nc2c1	8.4	-0.7	13.5	-0.5	17.1	6.9	-1.8	-0.4	4.4
CN(Cc1cccs1)C(=O)CSc1nc2ccccc2[nH]1	0.8	-4.8	4.0	-0.9	-26.1	-6.8	-1.8	-0.4	4.8
CN(c1ccc(C(=O)NCCSC(C)(C)C)cc1)S(C)(=O)=O	1.8	-1.8	-10.9	-2.8	-9.4	1.0	3.2	-26.7	1.8
O=C(Nc1ccc(F)cc1F)c1cc2ncc(Br)cn2n1	-14.1	-5.4	-3.0	-0.7	47.7	-12.6	7.8	-15.4	0.0
O=c1[nH]c2ccc(F)cc2[nH]c1=O	12.3	-0.1	7.2	0.7	11.7	-7.9	5.7	4.2	6.8
Cc1ccc(NC(=O)CN(c2ccc(Cl)cc2)S(=O)(=O)c2cc([N+](=O)[O-])ccc2Cl)cc1	4.6	-1.1	0.7	0.3	29.9	-2.4	0.1	-3.6	0.8
CN1C=CC=C/C1=C1\SC(=S)N(C2CCCCC2)C1=O	113.7*	-2.5	105.8*	0.3	20.9	-5.9	-10.3	-5.3	-0.4
CC1CCCC(C)N1C(=O)CSc1nnc(COc2cccc3cccnc23)o1 (stereo not given)	9.5	0.0	-9.8	1.0	41.0	-1.9	-0.1	-2.1	3.5
CNC(=S)n1cnc(N)n1	-2.2	-6.2	12.8	0.5	20.7	-10.4	.	-0.8	-4.1
CCOC(=O)C1=C(N)Oc2cc(O)ccc2C1c1ccc([N+](=O)[O-])cc1 (stereo not given)	2.6	0.1	14.1	1.1	94.3*	-7.8	7.7	4.6	-1.6
Cc1nn(C)cc1NC(=O)c1cc2nc(-c3ccco3)cc(C(F)(F)F)n2n1	7.5	-1.5	7.9	1.6	-0.6	-8.3	0.9	0.3	3.5
CCOc1ccc(S(=O)(=O)n2c(C)nc3ccccc32)cc1	5.2	-2.5	-11.8	14.4*	47.5	3.8	9.1	-3.8	2.6
c1ccc2c(c1)OCC(CNc1ncnc3nc[nH]c13)O2 (stereo not given)	3.3	-2.7	10.2	0.3	48.6	-1.3	-8.2	-5.5	0.3
Nc1ncncc1-c1ccc([N+](=O)[O-])cc1	-10.9	3.9	-2.6	1.8	5.5	-6.6	1.5	-6.4	3.0
COC(=O)c1ccc(NC(=O)CSc2nc(C)cc(=O)[nH]2)cc1	-23.1	0.1	-15.5	-0.5	5.2	3.7	5.5	-17.9	3.7
O=C1/C(=C/c2cccs2)COc2ccccc21	-9.9	-1.4	-19.8	-0.8	-4.7	-6.2	1.9	-0.7	1.3
Cc1cc2n(n1)C(c1ccc3c(c1)OCO3)Nc1c(C)cccc1-2 (stereo not given)	3.8	-2.6	19.4	-3.5	26.1	-6.6	-1.3	-5.0	4.4
COc1ccc(NC(=O)Cc2ccccc2F)cn1	-6.4	4.3	-7.7	-2.3	-16.4	-7.3	-3.0	-5.4	1.0
COc1ccc(N2CCN(Cc3nc4scc(-c5ccccc5)c4c(=O)[nH]3)CC2)cc1	-18.2	-2.7	-3.5	0.5	40.1	-110.0	2.7	-16.5	0.2
CCc1ccc(C(=O)CN2CCSC2=N)cc1	19.6	-0.5	5.8	1.2	6.5	-1.2	-2.2	-29.0	3.3
CCC(=O)N1CC23C=CC(CC2CC12CCCCC2)O3 (stereo not given)	1.9	-1.0	-14.4	1.8	9.0	-6.5	-1.4	-13.3	1.0
CN(C)S(=O)(=O)c1ccc(Nc2nc(C3CC3)nc3c2nnn3Cc2ccccc2Cl)cc1	2.6	2.4	6.7	-2.2	67.2	4.5	-3.1	-9.3	9.1
COc1ccc(N=Nc2ccc(N)nc2N)cc1	-4.0	-2.6	5.5	-0.4	10.5	-20.6	.	1.8	-1.2
CC(=O)c1sc(-c2ccccc2)cc1NS(=O)(=O)c1ccccc1	-14.2	2.2	1.9	0.0	-22.4	-2.3	.	1.4	-4.4
COc1cnc(-c2ccccn2)nc1Sc1ccc(C)cc1	-17.5	-4.1	-8.9	0.4	46.7	-2.6	2.3	-4.0	4.5
Cc1ccc(F)cc1NC(=O)C1CC(=O)N(CCc2ccccc2)C1 (stereo not given)	16.0	3.6	-0.2	-0.5	-8.9	13.4	5.3	3.5	9.9
CC(C)CC(=O)N1CCN(C(=O)c2cccc(F)c2)CC1	-1.8	1.3	23.1	2.6	-0.6	-13.6	-1.1	-7.8	-1.2
O=C1C(Cl)=C(NCC2CCCO2)C(=O)N1c1ccccc1 (stereo not given)	-9.5	-4.5	-3.6	0.9	41.5	-7.6	9.8	-6.5	0.4
CCOC(=O)n1c(SCC(N)=O)nc2ccccc21	4.5	0.4	1.4	2.2	21.4	-42.0	0.4	-6.0	-1.9
CC(C)(C)n1nnnc1C(c1ccccc1)N1CCc2ccccc2C1 (stereo not given)	14.6	1.3	-3.1	1.7	44.4	-10.6	-0.4	0.9	0.9
CC(=O)Nc1cc(C(=O)OCc2cccc([N+](=O)[O-])c2)ccc1C	-2.6	-2.0	11.3	-0.3	-8.7	-7.1	2.2	-17.0	1.1
CCCS(=O)(=O)Nc1c(OC)ccc2c1c(C(=O)OCC)c(C)n2C	-8.1	8.6	0.2	-1.6	9.1	2.5	2.5	-1.8	13.1
CC(C)(C)Nc1scc(-c2ccccc2)[n+]1-c1ccccc1	-3.0	-1.6	-7.6	1.0	-18.9	-4.6	5.2	-2.9	7.8
Cc1ccc(N(CC(=O)NC2CCCCC2)C(=O)c2ccc(C)s2)cc1	8.1	-1.2	-1.1	0.4	-1.0	10.0	15.2	6.4	1.4
O=S(=O)(NCc1cccc(C(F)(F)F)c1)NCc1ccccc1F	9.8	-0.9	-4.5	0.7	24.6	-4.9	4.0	-12.1	5.7
NS(=O)(=O)c1ccc(CCNC(=O)Cc2ccc(S(=O)(=O)N3CCCC3)s2)cc1	0.0	-2.5	-9.8	-1.4	1.9	-20.9	.	8.0	-2.6
CC(=O)c1ccc(N=Cc2c(O)n(-c3cc(Cl)ccc3N3CCOCC3)c(=O)c3ccccc23)cc1	-4.0	-0.7	4.7	1.9	29.7	-19.9	6.4	-7.5	3.6
CCSc1nnc(-c2ccncc2)o1	0.1	2.2	-12.3	0.9	4.9	-0.5	6.7	-20.8	-1.1
